Screening data deposited in PubChem BioAssay by several laboratories.
HSP90 refold inh – HSP90 refolding inhibition in rabbit reticulocyte lysate; 0.91% of 290,000 active; luciferase refolding luminescence, 3 h; inhibition, % at 5.6 µM;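 active = inhibition above the screen-wide mean plus 3 SD, computed separately per campaign, cut at about 16% in these data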;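 note: 0% = DMSO wells and 100% = 60 µM geldanamycin wells; inhibitors lower the luminescence because luciferase stays unfolded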
IEC-6 tox – counter-screen for KLF5 inhibitors: cytotoxicity in IEC-6 cells. IEC-6 cytotoxicity, luminescence viability. inhibition, % at 5 µM. 0.78% of 290,000 active; in the data active = inhibition above about 22%;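 note: 0% = plate median of test compound wells and 100% = cytotoxic reference compound wells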
aSyn 5UTR inh – MLPCN primary screen, SNCA 5' untranslated region; alpha-synuclein 5'UTR reporter, inhibitor activity; inhibition, % (tested at 7.5 µM); 0.82% of 300,000 active; in the data active = inhibition above about 60%;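 note: H4 neuroglioblastoma cells stably carrying SNCA 5'UTR luciferase fusion; 0% = DMSO wells and 100% = positive control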
GSK3 alpha inh – inhibitors of human GSK-3 alpha kinase. ADP-Glo luminescence, 60 min. inhibition, % at 10 µM. 0.1% of 320,000 active;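 in the data active = inhibition above about 50%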;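 note: GST-tagged GSK-3 alpha with peptide substrate and 25 µM ATP; 0% = DMSO neutral wells and 100% = GW8510 positive control wells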
Target sequence (P49840 whole entry, looked up): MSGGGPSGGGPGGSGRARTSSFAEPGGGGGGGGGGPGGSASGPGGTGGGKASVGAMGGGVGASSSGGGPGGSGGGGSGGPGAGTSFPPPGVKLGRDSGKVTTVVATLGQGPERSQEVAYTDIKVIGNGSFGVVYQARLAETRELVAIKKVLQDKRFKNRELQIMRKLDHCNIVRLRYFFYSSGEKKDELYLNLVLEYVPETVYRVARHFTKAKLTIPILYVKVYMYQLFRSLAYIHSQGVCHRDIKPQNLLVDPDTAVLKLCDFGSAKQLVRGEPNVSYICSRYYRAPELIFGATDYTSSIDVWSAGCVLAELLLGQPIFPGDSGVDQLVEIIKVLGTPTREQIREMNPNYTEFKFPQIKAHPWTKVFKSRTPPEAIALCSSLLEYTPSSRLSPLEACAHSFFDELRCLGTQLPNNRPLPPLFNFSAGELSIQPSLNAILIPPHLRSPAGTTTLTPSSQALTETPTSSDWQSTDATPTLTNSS
KLF5 inh – suppresses KLF5 promoter-driven expression. DLD-1 KLF5 promoter-luciferase reporter, luminescence. inhibition, % at 5 µM. 0.23% of 290,000 active. AID 1700;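 active = inhibition above a per-plate limit of that plate's mean compound inhibition plus 3 SD, cut at about 60% in these data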;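 note: 0% = DMSO wells and 100% = LY294002 at 200 µM; higher means less KLF5 promoter-driven luciferase light; inactives centre near -14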
HSF1 inhib – HSF1 inhibition. activity change, negative = inhibition, % at 7.5 µM (by protocol). NIH3T3-HGL HSE-luciferase, MG132-induced, luminescence 8 h; hits give low values. 0.77% of 300,000 active. AID 2098;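 active = more than half of replicate wells show activity change below -50%, luminescence cut by over half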;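 note: luciferase reports HSF-1 transcriptional activity via heat shock element; 0% = median of DMSO wells and -100% = zero luminescence signal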
GSK3B inh – human GSK3beta kinase inhibition; P49841; GST-GSK3beta kinase, ADP-Glo luminescence, 60 min; hits give low values; activity score (negative = inhibition), % at 10 µM; 0.038% of 300,000 active;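 active = more than half of replicate wells score below -50%, meaning over 50% inhibition versus plate controls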;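 note: 0% = median DMSO wells and -100% = median GW8510 positive control wells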
Target sequence (P49841 whole entry, looked up): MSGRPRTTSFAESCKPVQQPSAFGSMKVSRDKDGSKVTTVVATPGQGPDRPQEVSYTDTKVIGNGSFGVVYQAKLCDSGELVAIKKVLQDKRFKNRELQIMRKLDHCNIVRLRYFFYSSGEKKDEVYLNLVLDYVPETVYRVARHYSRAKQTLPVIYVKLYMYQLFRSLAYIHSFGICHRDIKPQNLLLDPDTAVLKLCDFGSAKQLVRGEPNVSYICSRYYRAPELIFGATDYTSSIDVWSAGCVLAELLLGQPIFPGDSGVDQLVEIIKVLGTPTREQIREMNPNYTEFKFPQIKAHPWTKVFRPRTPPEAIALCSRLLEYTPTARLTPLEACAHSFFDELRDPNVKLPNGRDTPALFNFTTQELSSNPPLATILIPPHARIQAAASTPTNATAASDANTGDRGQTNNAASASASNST
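Test system: GST-tagged human GSK3beta kinase, cell-free; evaluation: activity score scaled between in-plate DMSO and GW8510 controls; measured by: ADP-Glo luminescence; incubation: 60 min reaction, RT; benchmarks: DMSO and 20 µM GW8510; reagent: peptide substrate plus 25 µM ATP (final); medium: Tris/MgCl2 kinase buffer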
AI-2 QS modul – Vibrio harveyi AI-2 quorum sensing modulation; Vibrio harveyi JMH597 AI-2 luminescence/OD600 ratio, 9 h; hits give low values; strain lacks LuxN and CqsS sensors; 0 = neutral-control median; activity change, % at 7.5 µM; 0.4% of 300,000 active; AID 2094; in the data active = activity change below about -75%, passing the limit was not always enough;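 note: luminescence divided by OD600 gain over 9 h not by final OD600 alone; inactives centre near 13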
HSF-1 act – increases HSF-1 driven luciferase reporter signal; AID 504408; 1.7% of 300,000 active; activation, % at 9 µM; NIH3T3-HGL HSF-1 luciferase reporter, MG132, 8 h; 100% = twice DMSO control signal;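 active = mean replicate activation of at least 50% with a set share of replicates each reaching 50%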;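 note: 0% = median of the neutral control wells and 100% = twice that signal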
PolyA inh – yeast polyadenylation inhibition | calls only at 12 µM | 0.02% of 300,000 active | S. cerevisiae SKY197-pL101 polyadenylation reporter, beta-gal luminescence; efflux-impaired pdr1/pdr3 knockout yeast; score 100 = 6 SD above DMSO;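 active = lowest replicate activity score at least 50, where 100 means six control SD above control mean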;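 note: yeast exposed to compound for 9 h at 30 °C; higher score means more reporter readthrough which indicates perturbed polyadenylation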
Numbers without * were called inactive; i = inactive; x = not tested or not shown.

SMILES	HSP90 refold inh	IEC-6 tox	aSyn 5UTR inh	GSK3 alpha inh	KLF5 inh	HSF1 inhib	GSK3B inh	AI-2 QS modul	HSF-1 act	PolyA inh
COc1ccc(C(=O)N2CCCC(CCC(=O)NCc3ccccc3F)C2)c(OC)n1 (stereo unspecified)	-2	-10	-2	-1	-19	9	2	14	20	i
CCOc1c(Cl)cc(C2NC(=O)NC(C)=C2C(=O)NCc2ccccc2)cc1OC (stereo unspecified)	0	-2	13	-2	-11	-8	1	9	-3	i
C=C1CCC2[C@](C)(CO)[C@H](O)CC[C@@]2(C)[C@@H]1/C=C/C1=CCOC1=O (stereo partly specified)	x	x	-12	1	x	-4	2	41	-2	i
Cc1ccc(-n2cnnn2)cc1Cl	3	-1	-11	5	-9	6	1	8	11	i
CC(=O)Nc1ccc(S(=O)(=O)NCCC(=O)N2CCCCC2)cc1	x	x	1	2	x	3	-2	5	1	i
CC(C)(C)NC(=O)NC(=O)CN1CCCc2ccccc21	1	-1	x	-2	-14	x	0	-12	x	x
CC(C)c1ccc(NC(=O)C(c2ccccc2)N2CCOCC2)cc1 (stereo unspecified)	x	x	4	0	x	1	0	4	0	x
CC(C)(C)C(=O)CSc1ncnc2c1cnn2Cc1ccccc1	-3	4	-7	0	8	4	2	13	10	i
Cc1cccc(NC(=O)CC23CC4CC(C2)CC(n2nnc(C)n2)(C4)C3)c1	1	-4	9	-5	-8	0	2	16	-3	i
CN(C)CCCNc1nc(-c2ccccc2)nc2ccccc12	3	4	-8	11	-11	-3	-4	29	14	i
O=[N+]([O-])c1c(NCCCO)cc(Sc2nc3ccccc3s2)c2nonc12	-2	-2	-3	3	-3	223	0	-8	272*	i
CCOC(=O)N1CCC(NC(=O)CSCc2nc(-c3cccc(OC)c3)oc2C)CC1	0	0	0	1	-9	22	4	10	40	i
N#Cc1c2ccccc2nc2ccccc12	2	2	-10	1	-14	4	-3	11	15	i
Cc1nn(Cc2ccc(Cl)cc2)c(Cl)c1/C=N/NC(=O)c1cccnc1	2	5	-4	-4	-6	2	-2	7	24	i
CC12CCC(C/C1=N/O)C2(C)C (stereo unspecified)	0	-4	-1	-5	-10	-6	-18	36	-1	i
O=C(CN1CCN(Cc2ccc(Cl)cc2)C1=O)NCCN1CCCC1	0	9	0	-1	-34	-1	0	16	-6	i
CN(C)c1c([N+](=O)[O-])cc2[nH]c(=O)[nH]c2c1[N+](=O)[O-]	4	4	12	3	-18	0	2	27	2	i
CC(NC(=O)CCSCCC(=O)NC(C)c1ccccc1)c1ccccc1 (stereo unspecified)	-3	4	22	2	-38	10	-3	4	8	i
COc1ccc(-c2cc3ccccc3oc2=O)cc1NC(=O)c1cccnc1	-3	-1	-52	x	-17	0	4	22	5	i
O=C(CSc1nnc(-c2ccco2)n1-c1ccccc1)NCC1CCCO1 (stereo unspecified)	2	0	3	0	-39	-6	2	2	8	i
Cc1cc(C(=O)N2CCN(S(C)(=O)=O)CC2)cs1	4	2	-7	-2	-24	-5	0	18	14	i
Cc1onc(-c2ccccc2Cl)c1C(=O)N1CCN(c2ccccc2)CC1	-1	4	5	0	-5	-2	0	18	-15	i
Cc1cc(C)c(-c2cc(NC(=O)CSc3n[nH]c(N)n3)n(-c3ccccc3)n2)cc1C	-2	3	11	-1	-10	5	1	45	3	i
Cc1cccc(NC(=O)C2CCN(S(=O)(=O)c3cccs3)CC2)n1	1	0	-1	-2	-13	-4	0	19	25	i
COc1ccc(C(=O)CCC(=O)Nc2cccnc2)cc1OC	2	10	5	2	4	-9	4	-16	-23	i

An excerpt from above, reduced to AI-2 QS modul and KLF5 inh.
SMILES	AI-2 QS modul	KLF5 inh
COc1ccc(C(=O)N2CCCC(CCC(=O)NCc3ccccc3F)C2)c(OC)n1 (stereo unspecified)	14	-19
CC12CCC(C/C1=N/O)C2(C)C (stereo unspecified)	36	-10
Cc1cccc(NC(=O)C2CCN(S(=O)(=O)c3cccs3)CC2)n1	19	-13
COc1ccc(C(=O)CCC(=O)Nc2cccnc2)cc1OC	-16	4

Following part:
SMILES	HSP90 refold inh	IEC-6 tox	aSyn 5UTR inh	GSK3 alpha inh	KLF5 inh	HSF1 inhib	GSK3B inh	AI-2 QS modul	HSF-1 act	PolyA inh
O=C(CC(c1ccccc1)c1ccccc1)Nc1ncn[nH]1	3	6	12	1	-16	-4	3	13	-15	i
N#Cc1nc(COc2cccc(Cl)c2)oc1NCc1ccco1	0	3	-105	-1	-26	35	-2	21	37	i
Cn1c(COc2ccccc2)nnc1SCC(=O)NC1CCCC1	-3	1	-1	-2	-20	0	0	12	-2	i
Cc1ccc(S(=O)(=O)N2CN(Cc3ccco3)c3nc4ccccc4nc32)cc1C	4	-1	-18	6	-33	14	3	43	19	i
COc1cccc(/C=C/C(=O)NCc2ccc3c(c2)OCO3)c1	-2	6	-11	-5	1	-85*	0	-86*	-87	i
Cc1ccc(-c2csc(Nc3ccccn3)n2)cc1	19*	2	-27	5	-9	11	-3	8	33	i
CC1CCN(C(=O)COc2ccc3ccccc3c2Br)CC1	1	2	-45	0	-23	7	0	2	12	i
CNC(=S)Nc1cccc2[nH]ncc12	1	-3	-24	1	1	11	-1	45	17	i
COc1cccc(OCc2nnc(SCC(=O)N3c4ccccc4Sc4ccc(Cl)cc43)o2)c1	-4	-2	16	0	11	-4	0	14	-10	i
O=C(NNC(=O)c1cc([N+](=O)[O-])ccc1Cl)c1cccnc1	5	11	x	x	-22	x	-3	24	x	x
Cc1ccc(-n2c(Cc3cccn3C)nnc2SCC(=O)NCc2ccc3c(c2)OCO3)cc1	-2	-2	-21	x	-45	6	0	10	22	i
Cc1ccc2c(n1)CC(C)(C)C/C2=N\O	-3	-2	20	-2	-26	-3	-5	14	19	i
Cc1c(NC(=O)c2cnn3c2NC(c2ccccc2)CC3C(F)(F)F)c(=O)n(-c2ccccc2)n1C (stereo unspecified)	0	-8	9	x	-15	-1	1	17	-16	i
O=C(O)CS/C(=C\c1ccc(F)cc1)c1nc2ccccc2s1	-2	4	-39	-5	-12	0	0	20	-12	i
CCN(Cc1ccncc1)C(=O)c1cc(COc2ccc(F)cc2Cl)on1	-4	-6	-56	0	-42	-2	5	31	7	i
Brc1ccc2c(c1)CN1CCCC1=N2	1	34*	23	16	-7	16	0	28	49	i
COc1cccc(NC(=O)N2C3CCCC2CC(NC(=O)C(C)(C)C)C3)c1 (stereo unspecified)	-3	-7	3	-2	-15	-8	2	24	1	i
CC(C)(C)OC(=O)NCCCC[C@H](NC(=O)c1[nH]cnc1C(=O)N[C@@H](Cc1ccccc1)C(=O)OC(C)(C)C)C(=O)OC(C)(C)C	x	x	23	-1	x	-7	-1	8	-12	i
O=C(Cn1nnc(N2CCCC2)n1)N/N=C/c1ccc(Cl)cc1	5	-7	-2	-3	-15	-4	1	6	2	i
CC(=O)Nc1cc(C(F)(F)F)ccc1Oc1cccc(Br)c1	0	-5	8	-3	-18	-3	-1	-6	-17	i
O=[N+]([O-])c1ccc(Nc2ccccc2)nc1	-2	-1	21	8	-7	-9	-5	18	-1	i
O=C1CN2Cc3c(ccc(Cl)c3Cl)N=C2N1	x	x	55	-1	x	2	1	29	-14	i
COc1ccc2nc(/C=N/NC(=O)[C@@H]3CCCN3C(=O)OC(C)(C)C)ccc2c1	41*	-5	-60	1	-40	-4	0	15	-13	i
CC1(C)CC(NC(=O)c2ccccc2F)CC(C)(C)N1	1	5	-1	0	1	-1	-2	3	18	i
CCOC(=O)c1ccc(N2CCCCC2)c(NS(=O)(=O)c2cccc(C(F)(F)F)c2)c1	7	-10	-30	-1	-16	4	4	10	4	i

(further entries)
SMILES	HSP90 refold inh	IEC-6 tox	aSyn 5UTR inh	GSK3 alpha inh	KLF5 inh	HSF1 inhib	GSK3B inh	AI-2 QS modul	HSF-1 act	PolyA inh
CN1CCOCCOCCN(C)C1=O	-3	-6	-10	0	5	-3	1	11	18	i
COc1ccccc1CC(=O)NC1CCC(C)CC1 (stereo unspecified)	1	0	-15	7	-16	1	-1	4	31	i
CNc1nc2c(-c3ccc(Cl)cc3)nnn2c2ccccc12	-1	14	-2	-1	-45	8	0	19	-3	i
COc1cc(NC(=O)CCS(=O)(=O)c2ccc3nc(C)sc3c2)cc(OC)c1OC	2	1	-6	6	-19	-1	1	5	0	i
Cc1cc(C)nc(/N=C(/NC(=O)c2ccccc2)Nc2ccccc2)n1	3	3	-6	-2	-47	1	-1	-4	8	i
COc1cccc(-c2nc(N3CCN(c4ccccc4)CC3)c3ccccc3n2)c1O	0	-6	6	-2	23	35	0	-11	66*	i
CCOc1ccc(S(=O)(=O)N(CC)CC(=O)N2CCCC2)cc1C	-4	1	26	1	-20	-1	-3	19	-14	i
CCCCOc1ccc(CSc2nncn2N)cc1	2	6	-86	-1	-96	22	3	12	21	i
O=C1CC(c2ccccc2)C(C(=O)O)N1 (stereo unspecified)	2	1	11	-1	-8	-7	1	19	7	i
O=C1CCC(C(=O)Nc2cccc(C(F)(F)F)c2)N1 (stereo unspecified)	0	5	0	1	-15	-4	-2	17	3	i
CCOC(=O)c1ccc(N/C=C\C(=O)c2cccc(OC)c2)cc1	3	-3	-131	0	-19	4	0	16	-9	i
CCCCCc1cc(=O)oc2c(C(CCN3CCCC3)c3ccc(N(C)C)cc3)c(OC)cc(OC)c12 (stereo unspecified)	x	x	20	2	x	1	-7	3	1	i
Cc1nc(-c2ccc(Cl)cc2)sc1C1(C)CC(c2cccc([N+](=O)[O-])c2)=NO1 (stereo unspecified)	x	x	-45	-1	x	-11	3	7	-4	i
CCCc1nc2ccccc2c(=O)n1/N=C/c1c(C)[nH]n(-c2ccc(C)cc2)c1=O	1	10	-8	2	-10	4	1	15	5	i
COc1ccc(-c2nnc(SCC(=O)Nc3ccc(Cl)cc3)n2C)cc1	2	0	-13	0	-23	-11	-1	9	-18	i
COc1ccc(N(CC(=O)NC2CCCC2)C(=O)CCC(=O)Nc2cc(C)on2)cc1OC	3	3	-1	-2	-10	-1	-3	-7	17	i
Cc1cc(C)cc(NS(=O)(=O)c2ccc3[nH]cc(C(=O)NCc4ccco4)c(=O)c3c2)c1	3	28*	31	2	-2	-9	-17	26	1	i
O=C(O)CCCC(=O)N1N=C(c2ccccc2)CC1c1ccc2c(c1)OCO2 (stereo unspecified)	0	4	-1	-2	-20	-2	3	13	-1	i
Cc1cnn(C(=S)NCCc2ccccc2)c1	-2	4	-136	-6	-29	10	-1	-6	21	i
O=c1nc2n(c3c1oc1ccccc13)Cc1ccccc1-2	-3	-3	-58	x	0	-1	3	18	11	i
COc1ccc(N(Cc2cc3ccccc3[nH]c2=O)S(=O)(=O)c2ccc(OC)cc2)cc1	2	-1	-64	-3	-7	6	0	11	19	i
Nc1ccc(-c2cc(-c3ccc(N)cc3)nc(-c3ccccc3)n2)cc1	1	5	27	-4	-24	-6	-3	21	-10	i

These rows are one share of the data; count on the stated rates, not on these rows.
